PTAP TSG101 blk – qHTS Assay for Iinhibitors of HIV-1 Budding by Blocking the Interaction of PTAP/TSG101. Tumor susceptibility gene 101 protein (Homo sapiens), Q99816. Fluorescence polarization, FITC-PTAP peptide / Tsg101 binding. Potency, µM (doses to about 115 µM), inactives show top-dose activity change, negative = inhibition, hits mostly inhibitors. 340,000 tested, under 10 active; active means well fitted inhibition curve with a large enough effect in the main read-out, with a control signal flat, not every such curve was filed as active; inconclusive means small, poorly fitted or top-dose-only effect, or effect the other way, or a change in a side signal; inactive means no such curve, though single readings can be large or run the other way; further: potency means the concentration at half of the fitted maximal effect; % of control where 0% means no effect
Target sequence (Q99816 whole entry, looked up): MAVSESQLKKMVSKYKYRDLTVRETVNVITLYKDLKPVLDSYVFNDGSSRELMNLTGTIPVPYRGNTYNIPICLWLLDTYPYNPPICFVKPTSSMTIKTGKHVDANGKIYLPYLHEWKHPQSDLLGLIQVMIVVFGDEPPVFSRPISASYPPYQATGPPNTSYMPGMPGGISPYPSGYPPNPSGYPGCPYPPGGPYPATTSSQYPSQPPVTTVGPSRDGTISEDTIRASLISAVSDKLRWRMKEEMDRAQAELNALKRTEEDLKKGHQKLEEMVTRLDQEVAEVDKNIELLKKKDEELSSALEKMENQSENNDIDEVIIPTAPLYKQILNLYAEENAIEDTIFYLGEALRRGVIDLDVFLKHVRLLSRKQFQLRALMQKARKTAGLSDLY
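Steps: Tsg101 binding domain dispensed (10 uM final), compounds pinned in DMSO, FITC-labeled PTAP-motif peptide added (50 nM final); after 20 min binding at room temperature, polarization measured.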
p53 reactivator – qHTS assay for re-activators of p53 using a Luc reporter; AID 504706, 2011; Potency, µM (highest dose often 92.2 µM), without a hit: at the highest dose activity change, positive = activation, usual class: activators; hit rate 0.063% among 320,000; H1299 p53-A138V BP100-luciferase reporter, luminescence, 24 h; further: potency means the concentration at half of the fitted maximal effect; % of control where 0% means no effect; nearly all actives have a fitted effect of over 45% in size
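H1299 (p53-null), stable ts p53-A138V + BP100-Luc; 1000 cells/well, Opti-MEM/10% FBS; cpd 4 pt, 1:5; 24 h, 37 deg C, 5% CO2; detection reagent 10 min RT; luminescence.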
TCR activator – Activators of T cell receptors: qHTS campaign. primary human leukocytes, anti-CD3, IL-2 HTRF, 48 h. Potency, µM (series often up to 9.22 µM), inactives show top-dose activation of IL-2 secretion, most hits filed as activators. 330,000 tested, under 10 active. AID 504894, 2011; further: % of control where 0% means no effect
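48 hr co-incubation of compounds, a-CD3 beads and primary human leukocytes; IL-2 quantified homogeneously by HTRF with anti-IL-2 K and d2 conjugates.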
AT treatment – qHTS Assay for Identifying a Potential Treatment of Ataxia-Telangiectasia; […] A-T fibroblasts, KAP-1 phosphorylation AlphaLISA; neocarzinostatin DNA damage 30 min before lysis; Potency, µM (titrated, usually from 57.5 µM), for inactives: at the highest dose activation, hits mostly activators; hit rate 0.19% among 320,000; AID 485349, 2010; further: potency means the concentration at half of the fitted maximal effect; % of control where 0% means no effect; nearly all actives have a fitted effect of over 45% in size
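ATM-like activity read as KAP-1 phosphorylation via AlphaLISA donor/acceptor antibody pairs after lysis and 6 hr at 25C. Cells were ATM-null patient fibroblasts ([…], hTERT), dosed 60 min, then exposed to the DSB inducer NCS for 30 min.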
BRCA1 expr act – qHTS Assay to Identify Small Molecule Activators of BRCA1 Expression. hit rate 1.1% among 380,000. Potency, µM (highest dose often 46.1 µM), without a hit: at the top dose activation, hits mostly activators. MCF7-BRCA1-FFLuc reporter, luminescence, 48 h; response scale: scaled: vehicle 0%, 10 µM genistein 100%. AID 624202, 2012; further: potency means the concentration at half of the fitted maximal effect; nearly all actives have a fitted effect of over 80% in size; some results filed as inactive show a strong effect at the top dose
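Activators of BRCA1 expression were detected as increased firefly luciferase luminescence in engineered MCF7 cells after 48 h compound incubation. Signals were scaled to genistein 10 microM as full activation.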
a7 integrin act – qHTS for Activators of Integrin-Mediated Alleviation for Muscular Dystrophy; alpha7betagal myoblasts, beta-gal FDG fluorescence, 48 h; Potency, µM (highest dose often 38.3 µM), without a hit: at the highest dose activation, actives largely listed as activators; hit rate 0.064% among 350,000;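 further: potency means the concentration at half of the fitted maximal effect; 100% = response of the positive control SU9516; nearly all actives have a fitted effect of over 60% in size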
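Alpha7betagal+/- myoblasts (passage 13) were plated 16-24 hr, then exposed to compounds (1:260 dilution of DMSO stock) for 48 hours at 37C. After MPER lysis, β-galactosidase reporter activity was read as FDG fluorescence (ex 480/em 540) after 30 minutes.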
MLL CXXC-DNA inh – qHTS Fluorescence Polarization Assay for Inhibitors of MLL CXXC domain - DNA interaction. Histone-lysine N-methyltransferase 2A (Homo sapiens), Q03164. MLL-CXXC / FITC-HOXA9 DNA fluorescence polarization. Potency, µM (top dose mostly 115 µM), for inactives: top-dose activity change, negative = inhibition, usual class: inhibitors. hit rate 0.037% among 290,000. AID 2662, 2010; active means well fitted inhibition curve with a large enough effect in the polarisation, with a control signal flat, not every such curve was filed as active; inconclusive means small, poorly fitted or top-dose-only effect, or effect the other way, or a change in a side signal; inactive means no such curve, though single readings can be large or run the other way; the % refers to the polarisation; further: potency means the concentration at half of the fitted maximal effect
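Steps: dispense CXXC domain solution (7 uM) → pin compounds or unlabeled HOX-A9 DNA control → 5 min ambient → add FLSN-HOX-A9 solution (50 nM) → spin → 30 min ambient → fluorescence polarization. Tris pH 7.5/NaCl/DTT/BSA buffer.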
B2AR arrestin – qHTS assay of beta-arrestin-biased ligands of beta2-adrenergic receptor; beta-arrestin recruitment to beta2AR, cell-based reporter; Potency, µM (top dose mostly 46.1 µM), without a hit: at the highest dose activation, most hits filed as activators; hit rate 0.02% among 330,000; AID 492947, 2010;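 further: potency means the concentration at half of the fitted maximal effect; 0% = DMSO controls and full agonism = EC100 isoproterenol or metaproterenol; nearly all actives have a fitted effect of over 65% in size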
Target sequence (P07550 whole entry, looked up): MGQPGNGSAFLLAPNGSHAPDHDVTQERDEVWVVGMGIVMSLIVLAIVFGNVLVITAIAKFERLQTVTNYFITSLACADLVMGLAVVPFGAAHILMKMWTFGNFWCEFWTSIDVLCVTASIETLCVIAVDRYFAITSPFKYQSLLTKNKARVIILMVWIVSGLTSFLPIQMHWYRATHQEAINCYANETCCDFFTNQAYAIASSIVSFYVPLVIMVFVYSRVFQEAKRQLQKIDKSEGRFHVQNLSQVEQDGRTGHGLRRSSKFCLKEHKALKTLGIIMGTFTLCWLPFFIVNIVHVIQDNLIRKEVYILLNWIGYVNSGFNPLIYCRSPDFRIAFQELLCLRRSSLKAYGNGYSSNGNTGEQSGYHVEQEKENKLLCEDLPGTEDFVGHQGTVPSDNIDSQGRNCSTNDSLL
ELG1 repair inh – qHTS screen for small molecules that inhibit ELG1-dependent DNA repair in human embryonic kidney (HEK293T) cells expressing luciferase-tagged ELG1. HEK293T ELG1-luciferase reporter, luminescence, 16 h; DNA damage induced by 5-fluorouridine. Potency, µM (doses to about 46.1 µM), for inactives: at the highest dose activity change, negative = inhibition, most hits filed as inhibitors. hit rate 2.3% among 330,000; further: potency means the concentration at half of the fitted maximal effect; on the % scale 0 is the no-effect control and ±100 the full control effect; nearly all actives have a fitted effect of over 55% in size
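In this reporter screen, reduction of luminescence relative to DMSO vehicle indicated activity. Compounds and 5-fluorouridine were added together to 2,000 cells per well, incubated for 16 hr at 37 °C, then developed with ONE-Glo.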
TRPV1 agonist – HTS Assay for Compounds that Act as Agonists of the Vanilloid Receptor 1; Transient receptor potential cation channel subfamily V member 1 (Homo sapiens), Q8NER1; TRPV1-expressing cells, Fluo-8 calcium influx, agonist mode; activation, % at 8.33 µM; hit rate 0.19% among 320,000; in the data active means activation above about 80%; inconclusive means between about 30% and that limit; further: 0% is about no effect
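TRPV1-expressing cells were cultured overnight at 35.5C and loaded with Fluo-8 calcium dye for 40 to 90 min at room temperature. After a 10 s baseline, compound was added and calcium influx was read kinetically for 3 min (ex 480/em 520 nm).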
Active calls of the source: *; ? = inconclusive; nt = no result given; [ ] = another dose, or the depositor's remark. Unless noted, the call rests on the fitted dose curve; in most records, active means well fitted curve in the direction sought with a large enough effect; inconclusive means small, poorly fitted or top-dose-only effect, or another doubt; inactive means no such curve, though single readings can be large; an effect the other way counts as inactive or inconclusive.

compound | PTAP TSG101 blk | p53 reactivator | TCR activator | AT treatment | BRCA1 expr act | a7 integrin act | MLL CXXC-DNA inh | B2AR arrestin | ELG1 repair inh | TRPV1 agonist
CCOc1ccc(N2CC(C(=O)Nc3nnc(SCCOC)s3)CC2=O)cc1 (stereo unspecified) | -9% | -6% | 1% | -2% | 0% | -25% | 8% | 0.3% | -4% | -1
Nc1nc(SCc2ccc(Br)cc2)n[nH]1 | -6% | 2% | -2% | 14% | 72% | 10% | 10% | 0.3% | ? | 27
CC1CN(S(=O)(=O)c2cc(C(=O)NCc3ccncc3)ccc2Cl)CC(C)O1 (stereo unspecified) | -4% | -3% | 4% | -5% | -9% | 7% | nt | -0.3% | 1% | 19
CC1(C)CC(NC(=O)c2coc(=O)c(Br)c2)CC(C)(C)N1 | -3% | 9% | 7% | 3% | -29% | -24% | -10% | -1.0% | ? | 0
Cc1nc(NC(=O)c2ccc(Cl)cc2)nc2cc3c(cc12)OCO3 | 0% | -1% | -6%[46.1 µM] | 0% | -43% | 24% | 2% | -0.5% | -3% | 1
OCCC1CN(Cc2cccc3nonc23)CCN1Cc1ccsc1 (stereo unspecified) | -2% | -3% | 8% | -8% | -10% | -12% | -5% | -0.2% | 2% | -2
CCc1cc(C(=O)N2CCCC(C(=O)c3ccc(Cl)cc3)C2)no1 (stereo unspecified) | 0% | 1% | 9% | -1% | -10% | 3% | 3% | -0.1% | 4% | ?
c1cc(-c2noc(CCC3CCCC3)n2)ccn1 | -1% | 14% | -1% | 1% | -20% | 1% | -2% | -0.6% | ? | -2
COC(=O)c1cc(C(=O)NC(C)C2CC3CCC2C3)cc([N+](=O)[O-])c1 (stereo unspecified) | -13% | 6% | 0% | 3% | -6% | -7% | 2% | 0.2% | ? | 7
CC(C)(C)c1ccc(C(=O)C2CCCN(C(=O)c3ccccn3)C2)cc1 (stereo unspecified) | 0% | 5% | -5% | -1% | -4% | -39% | 2% | 0.6% | -8% | 30
CCn1c(-c2csc3ccccc23)n[nH]c1=S | -3% | 7% | 0%[46.1 µM] | 3% | -12% | -18% | -19% | 0.1% | 15% | 8
CCc1ccc(N2CC(C(=O)NC3=NCCS3)CC2=O)cc1 (stereo unspecified) | -2% | 6% | nt | 6% | 20% | 22% | 4% | 0.2% | 7% | 6
O=C(CO/N=C1\CCCc2nonc21)Nc1ccccc1Cl | -3% | 5% | 0%[46.1 µM] | -7% | -3% | -4% | 1% | 0.4% | 14% | 3
CCOc1ccc(S(=O)(=O)Nc2cccc(C(=O)NCC(c3ccco3)N(C)C)c2)cc1 (stereo unspecified) | -2% | -3% | -15% | -7% | 1% | 15% | nt | 0.1% | 9% | 4
Fc1ccc(-c2nnc(-c3ccc(Cl)cc3)o2)cc1 | 4% | ? | 5% | 9% | 2µM* | 30%[7.66 µM] | -5% | 0.1% | ? | ?
CN(CC(=O)NCc1cccs1)S(=O)(=O)c1cccc2nsnc12 | -3% | -27% | -3% | -1% | 6% | 27% | 1% | -0.5% | -28% | -4
COc1ccc(C(C(=O)NC(C)(C)C)N(C(=O)CCC(=O)Nc2cc(C)on2)c2cccc(F)c2)cc1 (stereo unspecified) | -3% | 6% | -3% | 3% | -27% | -13% | -5% | 0.0% | 1% | 1
Cc1cc(Sc2nnc(/N=C/N(C)C)s2)c2ccccc2n1 | -2% | -12% | -17% | 27% | -88% | -65%[inhibitor] | 0% | -0.7% | -4% | nt
Cc1ccc([N+](=O)[O-])cc1NC(=O)Nc1onc(C)c1C | -7% | -1% | 1% | -1% | -53% | 30% | 3% | -0.9% | -5% | -3
O=P(O)(CCc1ccccc1)CN1CCCCC1 | -6% | 1% | nt | 17% | 6% | 6% | -2% | 0.0% | 3% | 2
Cc1c(-c2ccc(Cl)cc2)[n+](=O)c(-c2ccccc2)cn1[O-] | -2% | 2% | 5% | 6% | -20% | ? | -10% | 3.5% | ? | 3
CC(C)(C)OC(=O)NCCCCCc1cn([C@@H](CO)C(=O)NCCCCCCCCCCC(=O)N2CCN(C(=O)OC(C)(C)C)CC2)nn1 | -9% | -18% | -5% | -17% | -48% | -42% | nt | -0.1% | 3.2µM* | 17
CC1CCCCN1CCNC(=O)c1cnn2ccccc12 (stereo unspecified) | -3% | 1% | 6% | 11% | 58% | -13% | 2% | 0.1% | 3% | 1
COC(=O)N1[C@H](Cc2ccccc2)C=C[C@]1(C)C(=O)O | 0% | -8% | -10% | 2% | -10% | 33% | -4% | -2.1% | 10% | -4
O=C(Oc1ccc(Br)cc1)c1cccnc1 | 0% | 7% | 3% | -9% | -29% | 2% | 3% | 0.3% | -9% | 15

The closing 3 entries of the part above lead into the next.
Fields – PTAP TSG101 blk | p53 reactivator | TCR activator | AT treatment | BRCA1 expr act | a7 integrin act | MLL CXXC-DNA inh | B2AR arrestin | ELG1 repair inh | TRPV1 agonist
- CC1CCCCN1CCNC(=O)c1cnn2ccccc12 (stereo unspecified)
→ -3% | 1% | 6% | 11% | 58% | -13% | 2% | 0.1% | 3% | 1
- COC(=O)N1[C@H](Cc2ccccc2)C=C[C@]1(C)C(=O)O
→ 0% | -8% | -10% | 2% | -10% | 33% | -4% | -2.1% | 10% | -4
- O=C(Oc1ccc(Br)cc1)c1cccnc1
→ 0% | 7% | 3% | -9% | -29% | 2% | 3% | 0.3% | -9% | 15
- C[C@H]1[C@H](C)CC[C@]2(C(=O)O)CC[C@]3(C)C(=CC[C@@H]4[C@@]5(C)CC[C@H](O)C(C)(C)[C@@H]5CC[C@]43C)[C@H]12
→ -2% | -2% | 3% | 10% | 16% | nt | 7% | -0.1% | 21% | 0
- CCN(CC)S(=O)(=O)c1ccc(N=N/C(C(C)=O)=C(/C)O)cc1
→ -9% | -3% | -1% | -4% | -39% | -10% | 1% | 0.0% | -16% | 14
- CCOC(=O)c1ccc(N2C(=O)c3n[nH]c(C)c3C2c2ccc(OC)c(OC)c2)cc1 (stereo unspecified)
→ -4% | -12% | 1% | 10% | -10% | 0% | -4% | 0.2% | ? | 0
- CC(C)(C)c1ccc(OCC(O)CSc2ncn[nH]2)cc1 (stereo unspecified)
→ -9% | -7% | 12% | -2% | 23% | 4% | -8% | -0.8% | ? | ?
- CC(C)(CN=C1NS(=O)(=O)c2ccccc21)CNC(=O)CN1C(=O)c2ccccc2C1=O
→ -2% | 25% | 5% | -1% | 11% | 16% | 2% | -0.3% | 24% | -1
- Cc1ccc(CN2CCCN(C)CC2)c(C)c1
→ 0% | -7% | nt | -2% | -18% | -11% | 0% | -0.3% | -10% | 1
- Cc1nc2ccc(C(=O)Nc3cccc([N+](=O)[O-])c3)cc2s1
→ -2% | -2% | 2% | 3% | 2% | -6% | -2% | 0.0% | -23% | ?
- C/C(NCCCn1ccnc1)=C(\C#N)C(N)=O
→ 0% | ? | 3% | 2% | 4% | -15% | -6% | 0.4% | ? | 1
- COc1ccc(CCNC(=O)CN2C(=O)c3ccccc3C2=O)cc1
→ -6% | -2% | -5% | 6% | 7% | -19% | 9% | -0.1% | -3% | -3
- CCCn1nnnc1NCc1ccccc1C
→ 0% | 5% | nt | 7% | -1% | -2% | 2% | -0.5% | -4% | 5
- O=C(COc1ccccc1F)NNC(=O)c1cc(Br)ccc1Cl
→ -4% | 6% | -22% | 3% | -1% | ? | nt | 0.1% | 17% | nt
- COc1ccc(C2=Nn3c(nnc3-c3ccc(OC)cc3)SC2)cc1
→ 0% | -9% | 4% | 3% | -73% | -41%[7.66 µM] | -6% | 0.1% | 0% | -5
- CC(=O)NC(Cc1ccccc1)C(=O)NC1CCN(C(=O)NCc2ccccc2)CC1 (stereo unspecified)
→ 0% | 0% | 5% | -6% | -12% | -69%[inhibitor] | 4% | 0.0% | 4% | 1

High-throughput results as filed in PubChem BioAssay.

Rows were taken by chance. Share with any hit: about 3.8%.
